High-throughput results as filed in PubChem BioAssay.
COUP-TFII inh = blocks human COUP-TFII nuclear receptor. inhibition, % at 8.6 µM. P24468. HEK293T NGFI-A luciferase reporter, luminescence. 370,000 compounds, 0.7% hits;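 active means inhibition above a per-plate cutoff, mean inhibition of test wells between control levels plus 3 SD, cut at about 38% in these data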;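 further: cells cotransfected with COUP-TFII expression vector driving the NGFI-A reporter; 0% = median of COUP-TF2 test wells and 100% = reporter-only cells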
NOD2-RIPK2 inh = blocks binding of human NOD2 to RIPK2 | O43353 | CHO BLA complementation NOD2-RIPK2, CCF4 ratio | inhibition, % at 4.98 µM | 360,000 compounds, 0.38% hits | AID 624267; in the data active means inhibition above about 21%;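 further: 0% = vehicle only and 100% = reference blocker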
NR5A2 inv ag = NR5A2 inverse agonism in reporter assay. O00482. HEK293T StAR-luciferase reporter, LRH-1 transfected, 24 h. inhibition, % at 3.6 µM. 360,000 compounds, 0.13% hits;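 active means inhibition above the mean inhibition of all tested compounds plus 3 SD, cut at about 73% in these data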;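 further: 0% = DMSO wells and 100% = reporter-only cells lacking LRH-1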
LMP1 NFkB inh = Epstein-Barr LMP1 NF-kappaB reporter inhibition. LMP1-induced NF-kappaB luciferase reporter cells, luminescence. inhibition, % at 12.5 µM. 350,000 compounds, 0.69% hits. AID 504558; in the data active means inhibition above about 41%;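 further: 0% = neutral control wells and 100% = reference inhibitor control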
TRAIL sens C8 = sensitizes caspase-8 expressing cells to TRAIL | NB7+C8 cells + TRAIL, ATPlite viability luminescence | inhibition (viability loss, TRAIL sensitization), % at 10 µM | 360,000 compounds, 1% hits;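 active means compounds causing at least 50% loss of cell viability in the single-dose screen, relative to plate controls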
NCOA1 inh = inhibitors of human steroid receptor coactivator 1 (SRC1). Q15788. inhibition, % at 3.6 µM. 360,000 compounds, 0.12% hits. HEK293 GAL4-SRC1 luciferase reporter, luminescence;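 active means inhibition above the campaign mean plus 3 SD, with each screening campaign given its own cutoff, cut at about 60% in these data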;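 further: 0% = DMSO treated cells and 100% = gossypol at 36 µM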
TLR9-MyD88 inh = blocks human TLR9 binding to MyD88; inhibition, % at 4.98 µM; 340,000 compounds, 0.21% hits; Q9NR96+Q99836; CHO BLA complementation TLR9-MyD88, CCF4 FRET ratio;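 active means inhibition above the mean over all tested compounds plus 3 SD, cut at about 21% in these data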;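 further: 0% = DMSO only wells and 100% = clavulanate BLA inhibitor control wells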
NCOA3 inh = inhibitors of human steroid receptor coactivator 3 (SRC3) | AID 588352 | inhibition, % at 3.6 µM | 360,000 compounds, 0.17% hits | HEK293 GAL4-SRC3 luciferase reporter, luminescence;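 active means inhibition above a per-campaign cutoff, the mean of all compounds plus 3 SD, cut at about 60% in these data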;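 further: 0% = DMSO-treated cells and 100% = gossypol-treated cells at 36 µM; higher means less SRC3-driven luciferase light from the GAL4 reporter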
TROY NFkB inh = inhibitors of TROY-dependent NF-kB signaling; 360,000 compounds, 0.98% hits; inhibition, % at 10 µM; Q293 LMP1-TROYcd NF-kB luciferase reporter, 4 h;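 active means compounds whose plate-normalised and pattern-corrected inhibition of the luciferase reporter signal at the single screening dose is 50% or more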
SRC2 inh = human SRC2 (NCOA2) inhibition. Q15596. HEK293 GAL4-SRC2 luciferase reporter, luminescence. inhibition, % at 9 µM. 370,000 compounds, 0.17% hits. AID 651957;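 active means inhibition above the mean inhibition of all tested compounds plus 3 SD, set per campaign, cut at about 52% in these data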;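 further: 0% = DMSO treated cells and 100% = cells given Gossypol at 36 µM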
Vif inh = blocks HIV Vif function; HEK293T cells, Vif self-association by quenched fluorescence, imaging, 24 h; inhibition, % at 7.49 µM; 340,000 compounds, 0.35% hits; AID 602346; in the data active means inhibition above about 50%, passing the limit was not always enough; further: some results filed as inactive read as strong as hits
The depositor's hits bear a star; / = not tested or not shown. Not all compounds are listed (hit frequency here may not be typical).

SMILES	COUP-TFII inh	NOD2-RIPK2 inh	NR5A2 inv ag	LMP1 NFkB inh	TRAIL sens C8	NCOA1 inh	TLR9-MyD88 inh	NCOA3 inh	TROY NFkB inh	SRC2 inh	Vif inh
O=C(N/N=C/c1ccc2c(c1)OCCO2)c1ccncc1	-7	-7	5	8	0	-7	7	9	-22	-25	-11
O=C(Nc1cccc(/C=C/c2nc3ccccc3c(=O)[nH]2)c1)c1ccccc1Cl	-1	-9	-31	-26	24	-47	-3	-31	38	-17	-3
COCCn1c(C)cc(/C=C2/SC(=O)N(C(C)C(=O)OC)C2=O)c1C (stereo unspecified)	-64	5	-138	-28	63*	-74	-5	-54	4	-86	-10
Cc1cc(C(=O)Nc2ccccc2)oc1C	-49	-1	-114	-17	13	-97	0	-65	-18	-44	-9
O=C(O)CCN1c2ccccc2Sc2ccccc21	10	2	-9	8	22	-10	-6	-13	10	11	-4
Cc1ccc2cc(C#N)c(SCC(=O)NNC(=O)Cc3ccccc3)nc2c1	6	-8	20	-12	3	4	10	9	-6	-18	-3
CC(C)(C)C1CCC(C(=O)Nc2nccs2)CC1 (stereo unspecified)	-10	-5	-16	-15	4	-14	-17	-28	-6	-17	-10
CCO[C@@H]1OC(C(=O)NCc2ccccc2)=C[C@H](c2ccccc2)[C@H]1CCCO	11	-3	-5	17	-7	5	4	12	-14	-45	-9
CCOC(=O)c1ccc(N=Cc2nc(-c3ccccc3)oc2OC(C)=O)cc1	10	-6	-11	1	-13	-3	-12	-7	-22	-12	9
Cc1ccccc1CN1CCN(S(=O)(=O)c2cccc3nsnc23)CC1	-4	-5	-2	-1	8	3	-1	6	-2	0	-1
CC(C)N1CC2(CC(c3ccc(Cl)cc3Cl)=NO2)CN1C(=O)c1ccc(C(C)(C)C)cc1 (stereo unspecified)	4	-3	-14	9	8	-4	3	8	-11	5	-3
CN1C(=O)C2(C(C#N)=C(N)Oc3c2oc(CO)cc3=O)c2ccccc21 (stereo unspecified)	-12	-1	22	5	-8	-5	-7	5	8	4	0
COC(=O)/C(=C\c1cc(OC)c(OC)c(OC)c1)c1nc2ccccc2[nH]1	16	-5	-9	0	-8	-7	3	4	-11	-10	5
CCCCCCCNc1cccc(C)c1	-13	-6	2	-1	-16	-5	-10	-15	-17	-2	-1
O=C(Nc1ccc([N+](=O)[O-])cc1)C1COc2ccccc2O1 (stereo unspecified)	-6	-5	-17	6	4	-4	-3	0	-10	-14	-4
CN(C)C(=O)N1CCC(C(=O)NCc2ccc(F)cc2Cl)CC1	-9	11	-16	5	-4	-19	2	9	-4	-1	15
C[C@]12c3[nH]c4ccccc4c3CCN1C(=O)C(CC(=O)NCc1ccco1)C[C@@H]2C(=O)N1CCOCC1 (stereo partly specified)	5	-8	11	-1	5	-26	-6	9	-7	6	20
N#CC(C(N)=O)=C1CCC2(CC1)OCCCCO2	6	0	5	-6	-7	-4	-5	-1	-9	-6	-15
O=C(Nc1ccc2nc[nH]c2c1)c1ccco1	-24	-4	-67	1	17	-30	7	-55	-20	-8	3
O=C(O)c1ccc(NC(=O)c2ccccc2NC(=O)c2cccc(F)c2)cc1	-1	2	0	-15	-9	-19	3	2	-16	6	-1
CN(Cc1ccon1)Cc1cn(C)nc1-c1ccc2c(c1)OCCO2	-20	-3	30	-1	-7	-9	-31	9	9	-28	-3
COc1ccc(/C=N/NC(=O)c2ccc3nc[nH]c3c2)c(OC)c1OC	-1	-8	-12	-4	-13	24	/	20	-28	-1	4
CCCn1c(=NC(=O)CS(=O)(=O)c2ccccc2)sc2cc(S(C)(=O)=O)ccc21	-2	-12	10	5	-2	8	1	25	-6	24	16
Cc1ccc(OCC(=O)c2cc(C)n(-c3ccccc3)c2C)c([N+](=O)[O-])n1	53*	-3	33	66*	28	29	6	53	59*	78*	2
O=C(N/N=C/c1ccc([N+](=O)[O-])o1)c1ccccc1-n1cccc1	-20	-9	55	-14	41	-28	-1	15	-8	8	-16

(listing goes on)
SMILES	COUP-TFII inh	NOD2-RIPK2 inh	NR5A2 inv ag	LMP1 NFkB inh	TRAIL sens C8	NCOA1 inh	TLR9-MyD88 inh	NCOA3 inh	TROY NFkB inh	SRC2 inh	Vif inh
CC(=O)NC1(C(F)(F)F)N=C(c2ccccc2)NC1=O (stereo unspecified)	-4	9	16	-2	-10	-10	-10	10	13	16	1
COc1ccc([C@H]2/C=C\CN(S(=O)(=O)/C=C/c3ccccc3)[C@@H](C)C(=O)N2Cc2ccc(F)cc2)cc1	11	-12	32	-3	15	-16	-28	-1	-26	-2	-4
O=C1NC[C@H](CCCCN2C[C@H](Cc3ccc(O)cc3)N(CCc3ccc(O)cc3)C(=O)C2=O)N(CCc2ccccc2)C1=O	2	-5	-3	/	1	/	/	/	1	-13	/
O=C(NC1CC1)C1CCN(c2nc3ccccc3s2)CC1	-1	-14	-50	-18	14	-34	-7	-40	-44	-53	-4
CC(C)Oc1ccc(NC(=O)Oc2ccccc2)cc1	-16	-17	-21	-4	3	-21	3	4	-19	-1	14
CCOC(=O)/C(C#N)=C/c1c(Oc2cccc(C)c2)nc2c(C)cccn2c1=O	7	-6	-2	-11	-7	-18	4	20	-18	-23	-5
CCCc1cc(=O)[nH]c(SCC(=O)N2CCc3ccccc3C2)n1	8	-2	19	1	4	2	-6	-6	8	0	-3
Cc1ccc2c(c1)NC(=O)C(CC(=O)NCCN(C)C)O2 (stereo unspecified)	-3	0	8	1	-8	-10	-3	-3	3	12	4
Cc1cc(C)c(NC(=O)CCN2C(=O)c3ccccc3S2(=O)=O)c(C)c1	-1	-9	-16	4	0	-2	-10	-25	0	2	-5
CC(=O)c1cccc(NC=C2C(=O)OC3(CCCCC3)OC2=O)c1	15	0	-9	-12	12	11	10	27	-40	11	/
Cc1nnc(N/N=C\c2ccc(-c3cccc(C(=O)O)c3)o2)n1N	-23	-4	-4	10	2	-2	1	-3	-45	-8	5
Cc1ccc2cc(COC(=O)c3cccc([N+](=O)[O-])c3)c(=O)[nH]c2c1	9	-7	13	0	-25	1	-7	-26	-15	0	-2
COC(C[C@H](O)CC(=O)[C@H](C)OCc1ccccc1)OC	-2	6	9	2	-10	-7	-5	-9	-2	3	0
CCN(CC)CCCn1c2c(c(SCC(=O)Nc3cc(OC)cc(OC)c3)nc1=O)CCC2	6	-13	-6	-4	-6	-3	-2	3	9	12	16
COc1ccc(-n2c(=O)/c(=C\c3cccs3)s/c2=C(/C#N)C(=O)NCCN2CCOCC2)cc1	-6	10	-5	3	2	-43	-15	4	2	-20	0
CCOCCCNC(=S)N1C2CCC1CC(NC(=O)Nc1ccc(C(=O)OCC)cc1)C2 (stereo unspecified)	6	-7	19	-8	-8	19	5	7	0	-2	-1
Cc1nn(C)cc1CN(C)C(=O)c1cc2nc(-c3ccco3)cc(C(F)(F)F)n2n1	1	-5	-20	5	-6	-4	9	2	9	-1	-17
CCc1ccc(N2CC(C(=O)Nc3cc(C)on3)CC2=O)cc1 (stereo unspecified)	-19	-4	-4	-1	-7	-25	-4	19	-19	-18	18
O=C(Nc1cccc(Cl)c1)c1cc(S(=O)(=O)N2CCCCC2)c[nH]1	7	10	-20	-17	-1	4	5	-13	-7	-1	-4
COc1ccc(-c2ccc(/C=C3/C(=N)N4C(C)=CSC4=NC3=O)o2)c([N+](=O)[O-])c1	-25	2	-1	-3	7	-12	-6	10	-1	-25	1
Cc1cccc(-n2c(O)c(C=Nc3ccccc3O)c3ccccc3c2=O)n1	-9	-10	26	-8	3	-4	10	4	-11	-20	-2
O=[N+]([O-])c1ccc(N2CCN(C(=S)NC3CCCCC3)CC2)cc1	16	-2	12	4	17	4	-9	13	7	-17	-15
Cc1nonc1NC(=O)CSc1nnnn1-c1ccccc1	2	-5	18	3	-3	15	2	-5	2	23	11
CN(C)c1ccc(P(=O)(OC2CCCCC2)C(O)c2cccnc2)cc1 (stereo unspecified)	-3	4	-7	7	-10	8	-1	0	-25	-6	2
O=C(O)c1ccc(S(=O)(=O)N2CCCc3ccccc32)cc1	3	-9	11	-6	2	18	-5	11	-1	-18	-16

(more compounds)
SMILES	COUP-TFII inh	NOD2-RIPK2 inh	NR5A2 inv ag	LMP1 NFkB inh	TRAIL sens C8	NCOA1 inh	TLR9-MyD88 inh	NCOA3 inh	TROY NFkB inh	SRC2 inh	Vif inh
CCOc1cc(-c2noc(-c3ccncc3)n2)cc(Br)c1OC	4	9	3	-5	-4	4	-7	6	-20	-16	-7
CCN(C(=S)NCc1ccccc1)c1ccccc1	2	0	12	6	1	-4	-9	-4	0	-7	2
CC1=NNC(=O)C1Oc1ccccc1 (stereo unspecified)	-13	6	18	8	-10	9	6	2	-14	11	-7
Cc1ccc(NC(=O)Cc2nc(CCl)cs2)cc1	3	-6	-13	9	6	-3	-7	5	-18	-31	-3
O=C(CN1CCCC1c1cccs1)Nc1cc(S(=O)(=O)N2CCCC2)ccc1Cl (stereo unspecified)	-8	-8	-31	-6	14	2	-7	-22	14	21	-1
COC(=O)[C@H](CC(C)C)NC(=O)Nc1ccc(F)cc1	11	5	3	7	5	-13	-1	10	-3	-28	-8
COc1ccc(O)c(-c2cc(-c3ccccc3[N+](=O)[O-])[nH]n2)c1	-35	-2	2	-8	0	-17	4	-1	-73	-7	-3
Cc1cc(C(O)c2ncc(-c3ccccc3F)[nH]2)ccc1F (stereo unspecified)	13	4	-33	/	6	-9	/	-33	-29	-18	-3
CCCCOc1cccc(C(=O)NC(=S)Nc2cccnc2)c1	-8	-4	-41	5	-7	-5	-4	-36	-29	-10	2
CCOc1ccc(CN(C)C(=O)CN2C(=O)NC(c3ccccc3)(c3ccccc3)C2=O)cc1	-5	-10	9	0	-9	-2	-2	3	-2	-7	-5
CN(c1ccc(OCC(=O)Nc2nc(-c3ccccc3)cs2)cc1)S(=O)(=O)c1ccc(F)cc1	23	-12	9	19	21	11	9	19	18	6	/
O=C(CN(Cc1ccccc1)S(=O)(=O)c1ccc2c(c1)OCCO2)N/N=C/c1cccc(Br)c1	5	-9	17	-2	-1	-9	9	2	21	-7	1
CC(Oc1cc2oc(=O)c3c(c2cc1Cl)CCCC3)C(=O)NCc1ccncc1 (stereo unspecified)	7	-3	-5	-13	-3	1	-5	-37	-20	-4	-2
CCCN1Cc2cccc(C(=O)Nc3ccc(C)cc3)c2C1=O	0	-16	-3	0	5	-5	-8	13	-3	-7	-11
CN1CCN(/N=C/c2ccc(N(C)c3ccccc3)cc2)CC1	-8	1	-2	4	1	-1	0	12	-22	-3	-1
COC(=O)C1=NN(c2ccc(OC)cc2)C2C(=O)N(c3ccccc3OC)C(=O)C12 (stereo unspecified)	24	-3	2	/	5	10	/	17	1	-16	4
CC(C)CN(C(=O)CN1CCOCC1)c1c(N)n(CC(C)C)c(=O)[nH]c1=O	0	4	7	5	-6	7	3	4	5	-21	5
Cc1ccccc1-c1ccc(C(=O)NCc2ccccc2)o1	-13	0	-20	8	-9	-20	-4	-5	-72	0	-2
COc1ccc(CCNC(=O)c2ccc(Cl)cc2)cc1	-3	0	-23	1	25	-10	-3	-14	-18	-18	-5
COC(=O)c1ccc(NC(=O)c2cccc(C)c2)cc1	-29	1	-19	4	8	-90	0	-30	-51	-7	-3
